Mtb BioA inh – BioA (M. tuberculosis) enzyme inhibition. purified M. tuberculosis BioA enzyme, plate reader. inhibition, % at 9.99 µM. actives 0.096% (n = 360,000). AID 602481; in the data active = inhibition above about 40%
* hit, by the source's call. This is a subset (hit frequency here may not be typical).

SMILES | Mtb BioA inh
C[C@@H]1CN([C@@H](C)CO)C(=O)c2cc(NC(=O)Nc3ccccc3)ccc2O[C@@H](C)CCCCO[C@H]1CN(C)C(=O)Cc1ccccc1 | 0.2
CS(=O)(=O)Nc1ccc2c(c1)[C@@H]1C[C@H](CC(=O)NCc3cc(F)ccc3F)O[C@@H](CO)[C@@H]1O2 | 10.5
C[C@@H]1CN([C@@H](C)CO)C(=O)c2cc(NC(=O)c3ccccc3)ccc2O[C@@H](C)CCCCO[C@H]1CN(C)CC1CCCCC1 | -0.3
C[C@H]1CN([C@@H](C)CO)C(=O)c2cc(Br)cnc2O[C@@H]1CN(C)C(=O)c1ccc(F)cc1 | 22.5
O=C(C[C@@H]1C[C@H]2c3cc(NC(=O)NC4CCCCC4)ccc3O[C@H]2[C@H](CO)O1)NCC1CC1 | -1.4
C[C@@H](NC(=O)C[C@@H]1CC[C@H](NC(=O)C2CCOCC2)[C@H](CO)O1)c1ccccc1 | 4.9
C[C@H](CO)N1C[C@H](C)[C@@H](CN(C)S(=O)(=O)c2cccs2)Oc2ccc(NC(=O)CCN3CCOCC3)cc2C1=O | -0.4
CO[C@H](CN(C)C(=O)Nc1ccc(C(F)(F)F)cc1)[C@@H](C)CN(Cc1ccccc1Cl)[C@@H](C)CO | 0.3
CN1C(=O)c2cc(NC(=O)c3ccc(F)c(F)c3)ccc2OC[C@H]2O[C@@H](CC(=O)Nc3ccc4c(c3)COC4)CC[C@@H]21 | 1.0
CCCNC(=O)C[C@@H]1CC[C@H]2[C@@H](COC[C@@H](O)CN2C(=O)C2CCOCC2)O1 | -1.3
O=C(O)[C@@H]1[C@@H](CO)[C@@H]2Cn3c(cccc3=O)[C@@H]2N1C(=O)NC1CCCC1 | -2.4
Cc1noc(C)c1S(=O)(=O)Nc1ccc2c(c1)C(=O)N([C@@H](C)CO)C[C@H](C)[C@H](CN(C)Cc1ccccc1)OCCCC[C@@H](C)O2 | 1.3
CCCNC(=O)C[C@H]1CC[C@H]2[C@H](COc3ccc(NS(=O)(=O)c4ccccc4C)cc3C(=O)N2C)O1 | -1.1
O=C(O)C[C@H]1C[C@H]2c3cc(NC(=O)Nc4ccccc4)ccc3O[C@H]2[C@@H](CO)O1 | -1.8
CN1C(=O)c2cc(NC(=O)c3ccc(C#N)cc3)ccc2OC[C@H]2O[C@@H](CC(=O)NC3Cc4ccccc4C3)CC[C@@H]21 | -3.5
C[C@@H]1CCCCO[C@@H](CN(C)CC2CC2)[C@H](C)CN([C@H](C)CO)C(=O)c2cc(NC(=O)c3ccccc3)ccc2O1 | -0.4
COCC(=O)N1[C@@H]2CN(C(=O)c3ccccc3F)c3ccccc3[C@@H]2[C@@H]1CO | 5.6
C[C@@H]1CCCCO[C@@H](CN(C)C(=O)c2ccncc2)[C@@H](C)CN([C@@H](C)CO)C(=O)c2cc(NS(=O)(=O)c3cn(C)cn3)ccc2O1 | -3.0
O=S(=O)(N[C@@H]1CCCN(Cc2ccc(OCCO)cc2)C1)c1ccc(-c2ccccc2)cc1 | 1.0
Cc1ccc(S(=O)(=O)N(C)C[C@H]2Oc3ncc(C#CC4(O)CCCC4)cc3C(=O)N([C@H](C)CO)C[C@H]2C)cc1 | 0.5
C[C@@H]1CN([C@@H](C)CO)C(=O)c2cc(NS(=O)(=O)c3ccc(Cl)cc3)ccc2O[C@@H](C)CCCCO[C@H]1CN(C)Cc1ccncc1 | 0.7
C[C@@H]1CN([C@H](C)CO)C(=O)c2cc(C#Cc3ccccc3)cnc2O[C@@H]1CN(C)C(=O)c1ccccc1 | -0.2
O=C([C@@H]1[C@@H](CO)[C@@H]2Cn3c(ccc(/C=C/c4ccccc4)c3=O)[C@@H]2N1CC1CC1)N1CCCCC1 | 0.5
Cc1noc(C)c1S(=O)(=O)Nc1ccc2c(c1)CC(=O)N([C@@H](C)CO)C[C@H](C)[C@H](CN(C)S(=O)(=O)c1ccccc1)O2 | 1.5
CC(C)C#Cc1ccc2c(c1)O[C@H](CN(C)C(=O)C1CC1)[C@H](C)CN([C@H](C)CO)S2(=O)=O | 3.0
CO[C@H]1CN(C)C(=O)c2ccc(NC(=O)Nc3c(C)noc3C)cc2OC[C@H](C)N(CCC(F)(F)F)C[C@H]1C | -0.6
C[C@H](CO)N1C[C@H](C)[C@H](CN(C)Cc2ccc(-c3ccccc3)cc2)Oc2ccc(NC(=O)NC3CCCCC3)cc2CC1=O | -2.2
CO[C@@H](CN(C)Cc1cc(F)ccc1F)[C@@H](C)CN(C(=O)Nc1ccc(F)cc1)[C@@H](C)CO | 3.0
N#C[C@@H]1[C@@H](c2ccccc2)[C@@H](CO)N1S(=O)(=O)c1ccc(F)cc1 | -4.9
COc1cccc(NC(=O)N2C[C@@H](O)COC[C@@H]3O[C@H](CC(=O)NC4CCC4)CC[C@H]32)c1 | -3.0
CC(=O)N(C)C[C@@H]1[C@@H](c2ccc(C3=CCCCC3)cc2)[C@@H](CO)N1CC1CC1 | 3.1
Cc1ccc(S(=O)(=O)N[C@@H]2CC[C@H](CCn3cc(C4CCCCC4)nn3)O[C@@H]2CO)cc1 | -0.1
C[C@@H]1CCCCO[C@@H](CN(C)S(=O)(=O)c2cn(C)cn2)[C@H](C)CN([C@@H](C)CO)C(=O)c2cc(NC(=O)Nc3ccccc3)ccc2O1 | 0.5
O=C(C[C@@H]1C=C[C@H](NC(=O)C2CCC2)[C@H](CO)O1)NC1CCC1 | -1.7
CNC[C@H]1Oc2c(NC(=O)c3cnccn3)cccc2C(=O)N([C@@H](C)CO)C[C@H]1C | -0.8
CCC(=O)N1[C@@H]2Cn3c(cccc3=O)[C@H]1[C@@H](C(=O)N1CCCCC1)[C@@H]2CO | -0.7

Fetched by compound from the entries so far, 3 records:
SMILES | Mtb BioA inh
Cc1ccc(S(=O)(=O)N[C@@H]2CC[C@H](CCn3cc(C4CCCCC4)nn3)O[C@@H]2CO)cc1 | -0.1
CC(=O)N(C)C[C@@H]1[C@@H](c2ccc(C3=CCCCC3)cc2)[C@@H](CO)N1CC1CC1 | 3.1
O=C(C[C@@H]1C=C[C@H](NC(=O)C2CCC2)[C@H](CO)O1)NC1CCC1 | -1.7

Additional compounds
SMILES | Mtb BioA inh
CCC(=O)N(C)C[C@H]1Oc2cc(C#CC3CCCC3)ccc2S(=O)(=O)N([C@H](C)CO)C[C@@H]1C | -3.4
COc1ccccc1-c1ccc([C@H]2[C@H]3CN(C(=O)NC4CCCC4)CCCCN3[C@H]2CO)cc1 | -1.9
COc1ccccc1CNC(=O)C[C@H]1C[C@H]2c3cc(NC(=O)Nc4ccc(C(F)(F)F)cc4)ccc3O[C@H]2[C@H](CO)O1 | 0.7
Cc1ccc(S(=O)(=O)N(C)C[C@H]2Oc3ccc(NC(=O)Nc4ccc(C(F)(F)F)cc4)cc3CC(=O)N([C@H](C)CO)C[C@H]2C)cc1 | -0.9
C[C@H]1CN([C@@H](C)CO)C(=O)CCCn2nncc2CO[C@H]1CN(C)Cc1ccccc1 | -1.0
CC(C)NC(=O)N1CC[C@@H]2[C@@H](CO)N(C)c3ccc(Br)cc3[C@@H]21 | 0.4
CC(C)NC(=O)Nc1ccc2c(c1)C(=O)N([C@H](C)CO)C[C@H](C)[C@H](CN(C)C(=O)Cc1ccccc1)OCCCC[C@@H](C)O2 | -0.4
C[C@H](CO)N1C[C@H](C)[C@@H](CN(C)Cc2ccccc2)OCCCC[C@H](C)Oc2ccc(NS(=O)(=O)c3cccs3)cc2C1=O | 0.6
CCCC#Cc1ccc2c(c1)O[C@H](CN(C)C(=O)Nc1ccc(OC)cc1)[C@H](C)CN([C@@H](C)CO)S2(=O)=O | 9.3
COc1cccc(S(=O)(=O)N2C[C@@H](O)COC[C@@H]3O[C@H](CC(=O)N4CCN(c5ccccc5)CC4)CC[C@H]32)c1 | -2.7
O=C(C[C@@H]1CC[C@H](NC(=O)c2cccnc2)[C@@H](CO)O1)NCc1ccncn1 | -0.3
C[C@H](CO)N1C[C@H](C)[C@@H](CN(C)C(=O)Nc2cccc3ccccc23)Oc2ccc(NC(=O)C3CC3)cc2CC1=O | 0.0
COc1cccc(CN2CCCCN3[C@H](C2)[C@@H](c2ccc(C#Cc4cccnc4)cc2)[C@@H]3CO)c1 | 1.1
Cc1ccccc1S(=O)(=O)N1C[C@H](O)COC[C@H]2O[C@@H](CC(=O)NCCc3ccccc3)CC[C@@H]21 | 1.8
C[C@@H]1CN([C@@H](C)CO)C(=O)c2cc(N(C)C)ccc2O[C@@H]1CN(C)Cc1ccc(Cl)c(Cl)c1 | -0.7
C[C@@H]1CN([C@H](C)CO)S(=O)(=O)c2ccc(-c3ccc(F)cc3)cc2O[C@@H]1CN(C)Cc1cccc(F)c1 | -1.5
COc1ccc(CN(C)C[C@@H]2Oc3c(NS(=O)(=O)c4ccc(OC)cc4)cccc3C(=O)N([C@H](C)CO)C[C@H]2C)cc1 | 0.2
CCNC(=O)C[C@H]1CC[C@@H]2[C@H](COc3ccc(NC(=O)Nc4ccccc4Cl)cc3C(=O)N2C)O1 | 2.4
CCNC(=O)[C@@H]1[C@@H](CO)[C@@H]2Cn3c(ccc(-c4ccccc4)c3=O)[C@@H]2N1Cc1ccc2c(c1)OCO2 | 4.8
C[C@@H]1CN([C@@H](C)CO)C(=O)c2cccc(NC(=O)Nc3ccc(F)cc3)c2O[C@H]1CN(C)Cc1ccc(C(F)(F)F)cc1 | -1.4
O=C(N[C@H]1CC[C@@H](CCNS(=O)(=O)c2ccccc2Cl)O[C@H]1CO)c1ccccc1 | 0.9
CN(C)CCCNC(=O)C[C@@H]1CC[C@@H]2[C@@H](COc3ccc(NC(=O)c4ccc5c(c4)OCO5)cc3C(=O)N2C)O1 | -0.3
Cc1noc(C)c1NC(=O)N(C)C[C@H]1Oc2ccc(N(C)C)cc2CC(=O)N([C@H](C)CO)C[C@@H]1C | 0.1
C[C@@H]1CN([C@H](C)CO)C(=O)c2cc(C#CC3(O)CCCC3)cnc2O[C@@H]1CN(C)S(C)(=O)=O | 0.7

Ordered by molar mass (largest number first): part of the list above
SMILES | Mtb BioA inh
C[C@@H]1CN([C@@H](C)CO)C(=O)c2cccc(NC(=O)Nc3ccc(F)cc3)c2O[C@H]1CN(C)Cc1ccc(C(F)(F)F)cc1 | -1.4
COc1ccc(CN(C)C[C@@H]2Oc3c(NS(=O)(=O)c4ccc(OC)cc4)cccc3C(=O)N([C@H](C)CO)C[C@H]2C)cc1 | 0.2
C[C@@H]1CN([C@H](C)CO)S(=O)(=O)c2ccc(-c3ccc(F)cc3)cc2O[C@@H]1CN(C)Cc1cccc(F)c1 | -1.5
CCNC(=O)C[C@H]1CC[C@@H]2[C@H](COc3ccc(NC(=O)Nc4ccccc4Cl)cc3C(=O)N2C)O1 | 2.4
CCNC(=O)[C@@H]1[C@@H](CO)[C@@H]2Cn3c(ccc(-c4ccccc4)c3=O)[C@@H]2N1Cc1ccc2c(c1)OCO2 | 4.8

The list goes on:
SMILES | Mtb BioA inh
Cc1noc(C)c1S(=O)(=O)N(C)C[C@H]1OCCCC[C@H](C)Oc2ccc(NS(=O)(=O)c3ccc(F)cc3)cc2C(=O)N([C@H](C)CO)C[C@@H]1C | -0.3
C[C@@H]1CN([C@H](C)CO)C(=O)c2cc(NS(C)(=O)=O)ccc2O[C@@H](C)CCCCO[C@H]1CN(C)S(=O)(=O)c1ccc(F)cc1 | 1.5
CCC(=O)Nc1ccc2c(c1)C(=O)N(C)[C@H]1CC[C@H](CC(=O)NCCc3ccccc3)O[C@@H]1CO2 | -4.1
C[C@H]1CN([C@@H](C)CO)C(=O)c2cc(NS(=O)(=O)c3cn(C)cn3)ccc2O[C@@H]1CN(C)C(=O)NC1CCCCC1 | -1.5
COc1ccccc1-c1ccc([C@@H]2[C@@H](C#N)N(C(=O)C3CCOCC3)[C@H]2CO)cc1 | -0.5
Cc1noc(C)c1NC(=O)N(C)C[C@@H]1Oc2ccc(NS(=O)(=O)c3c(C)noc3C)cc2CC(=O)N([C@@H](C)CO)C[C@@H]1C | 0.5
O=C(NCC[C@H]1CC[C@@H](NC(=O)C2CCCCC2)[C@@H](CO)O1)Nc1ccc(Cl)cc1 | 7.7
C[C@H](CO)N1C[C@H](C)[C@@H](CN(C)C(=O)NC2CCCCC2)OCCCC[C@H](C)Oc2ccc(NC(=O)Nc3cccc4ccccc34)cc2C1=O | -4.5
C[C@@H]1CN([C@H](C)CO)C(=O)c2cccc(NC(=O)NC3CCCCC3)c2O[C@@H]1CN(C)CC1CC1 | -0.1
Cc1noc(C)c1S(=O)(=O)N(C)C[C@H]1Oc2ccc(NS(=O)(=O)c3cn(C)cn3)cc2CC(=O)N([C@H](C)CO)C[C@H]1C | 1.6
Cc1ccccc1S(=O)(=O)N1[C@H](C#N)[C@H](c2ccc(-c3ccccc3)cc2)[C@H]1CO | -1.6
CCN1[C@@H]2c3ccc(C4=CCCCC4)c(=O)n3C[C@H]1[C@H](CO)[C@H]2C(=O)N1CCOCC1 | -0.7
C[C@@H]1CCCCO[C@H](CN(C)Cc2ccncc2)[C@@H](C)CN([C@H](C)CO)C(=O)c2cc(NS(C)(=O)=O)ccc2O1 | -1.0
C[C@H](CO)N1C[C@H](C)[C@@H](CN(C)Cc2ccncc2)OCCCC[C@H](C)Oc2ccc(NS(=O)(=O)c3ccc(F)cc3)cc2C1=O | 1.4
Cc1noc(C)c1S(=O)(=O)Nc1ccc2c(c1)CC(=O)N([C@@H](C)CO)C[C@@H](C)[C@H](CN(C)S(=O)(=O)c1cccs1)O2 | 3.0
CC(C)NC(=O)N(C)C[C@H]1OCCCC[C@@H](C)Oc2ccc(NC(=O)c3ccccc3)cc2C(=O)N([C@@H](C)CO)C[C@@H]1C | 0.2
C[C@@H]1CN([C@H](C)CO)C(=O)c2cc(NC(=O)CCN3CCOCC3)ccc2O[C@@H]1CN(C)C(=O)Nc1cccc2ccccc12 | -0.5
COCCNC(=O)[C@@H]1[C@@H](CO)[C@@H]2Cn3c(cccc3=O)[C@H]1N2S(=O)(=O)c1ccccc1C | -1.7
Cc1cc(C(=O)Nc2ccc3c(c2)C(=O)N(C)[C@H]2CC[C@@H](CC(=O)N[C@@H](C)c4ccccc4)O[C@@H]2CO3)no1 | -2.7
COCC(=O)N1C[C@H](C)[C@H](OC)CN(C)C(=O)c2ccc(NC(=O)c3ccc(OC)cc3)cc2OC[C@@H]1C | 1.8

From PubChem
